proCasp7 act: procaspase-7 activators, primary screen, counter-screen for procaspase-3 activator project, biochemical, absorbance, HTS, human; Caspase-7 (Homo sapiens), P55210; recombinant procaspase-7, Ac-DEVD-pNA absorbance 405 nm; D23A/D198A/D206A triple mutant, cannot self-cleave; scale: DMSO 0, 5 µM enzyme 100; activation, % at 8.5 µM; 330,000 compounds, 0.093% hits; AID 463210, 2010;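 active means percent activation above the screen-wide mean plus 3 SD, cut at about 25% in these data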
Target sequence (P55210 whole entry D23A/D198A/D206A): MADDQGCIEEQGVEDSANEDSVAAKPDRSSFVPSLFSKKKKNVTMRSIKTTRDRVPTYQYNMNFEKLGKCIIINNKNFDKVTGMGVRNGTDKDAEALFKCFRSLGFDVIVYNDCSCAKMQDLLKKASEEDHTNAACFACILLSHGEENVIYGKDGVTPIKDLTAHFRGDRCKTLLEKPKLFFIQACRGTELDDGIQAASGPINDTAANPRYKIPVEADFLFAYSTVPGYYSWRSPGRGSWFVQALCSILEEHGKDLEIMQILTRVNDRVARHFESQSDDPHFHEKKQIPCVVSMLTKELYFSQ
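System: Uncleavable procaspase-7 mutant enzyme; Amount: 2 µM procaspase-7 mutant as dispensed; Schedule: 1 h compound preincubation, 2 h substrate cleavage, 25 °C; Measured by: 405 nm absorbance of p-nitroaniline; Evaluation: percent activation from buffer-corrected 0–120 min absorbance change; Control set: low DMSO alone, high DMSO plus 5 µM PC-7.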
JMJD2C inh: inhibitors of GASC-1 histone demethylase, primary screen, biochemical, fluorescence, DELFIA europium | Lysine-specific demethylase 4C (Homo sapiens), Q9H3R0 | 330,000 compounds, 0.069% hits | GST-JMJD2C(1-420) H3K9me3 demethylation | inhibition, % at 2.35 µM;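 active means more than half of a compound's replicate wells show inhibition beyond 50%, single wells judged on their own value; inconclusive means some, but no more than half, of replicates pass 50% inhibition; inactive means no replicate passes 50% inhibition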;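 further: signal counts dimethyl H3K9 product captured on neutravidin plate; 0% = median of DMSO wells and 100% = 0.3 times that DMSO median; strong numbers were not always called active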
Fh CTSL1 inh: Fasciola hepatica cathepsin L1 inhibitors, primary screen, counter-screen for PFM18AAP inhibitor project, biochemical, QFRET, fluorogenic peptide substrate | recombinant F. hepatica cathepsin L1, Z-Leu-Arg-MCA fluorescence | inhibition, % at 5.96 µM | 300,000 compounds, 0.49% hits | AID 1906, 2009;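 active means inhibition above the mean of all tested compounds plus 3 SD, set per screening campaign, cut at about 17% in these data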;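 further: 0% = plate median of test compound wells and 100% = 1 µM Z-Phe-Ala-diazomethylketone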
PP1 inh: PP1-alpha phosphatase inhibitors, primary screen, counter-screen for PP5 inhibitor project, biochemical, fluorescence, OMFP substrate, single point; inhibition, % at 6.7 µM; purified PP1alpha; Serine/threonine-protein phosphatase PP1-alpha catalytic subunit (Homo sapiens), P62136; 320,000 compounds, 0.9% hits;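 active means inhibition above the mean inhibition of all tested compounds plus 3 SD, computed separately for each screening campaign, cut at about 15% in these data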
Efflux pump inh: inhibitors of Candida efflux pumps in yeast, primary screen, S. cerevisiae, Nile Red, multiplex; S. cerevisiae Candida pump triplex; inhibition, % at 10 µM; 330,000 compounds, 0.44% hits;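 active means plate passing quality check with inhibition over a set limit, or well fluorescence over plate mean plus 4 SD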;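 further: Nile Red retained in pooled yeast measured as flow cytometry median fluorescence; 0% = buffer negative control and 100% = Enniatin B positive control; higher means more Nile Red kept so more efflux inhibition; some compounds called inactive have numbers as strong as hits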
PP5 inh: PP5 phosphatase inhibitors, primary screen, biochemical, fluorescence. Serine/threonine-protein phosphatase 5 (Homo sapiens), P53041. purified PP5c, OMFP substrate fluorescence. inhibition, % at 6.7 µM. 320,000 compounds, 0.18% hits. AID 1987, 2009;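 active means inhibition above the campaign's mean inhibition across all tested compounds plus 3 SD, cut at about 9.5% in these data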;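 further: 0% = DMSO only and 100% = 100 µM cantharidin control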
Target sequence (P53041 whole entry, looked up): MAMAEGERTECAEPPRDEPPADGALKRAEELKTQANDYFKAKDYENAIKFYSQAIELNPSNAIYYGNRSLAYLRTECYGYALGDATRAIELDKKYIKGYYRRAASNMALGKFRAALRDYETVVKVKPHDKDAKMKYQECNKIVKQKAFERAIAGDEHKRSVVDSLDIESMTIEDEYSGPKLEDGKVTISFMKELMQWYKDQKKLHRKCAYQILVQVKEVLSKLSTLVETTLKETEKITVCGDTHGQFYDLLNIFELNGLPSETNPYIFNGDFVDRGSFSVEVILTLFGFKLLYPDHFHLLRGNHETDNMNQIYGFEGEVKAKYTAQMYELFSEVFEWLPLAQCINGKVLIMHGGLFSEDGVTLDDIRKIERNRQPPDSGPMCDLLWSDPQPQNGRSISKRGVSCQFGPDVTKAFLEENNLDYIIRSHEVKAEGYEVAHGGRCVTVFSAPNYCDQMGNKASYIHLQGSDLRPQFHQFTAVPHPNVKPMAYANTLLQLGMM
HCV core dimer: inhibitors of HCV core protein dimerization, primary screen, biochemical, TR-FRET, high-throughput. AID 1899, 2009. 300,000 compounds, 0.33% hits. TR-FRET GST/Flag-core106 dimerization, 1536-well. inhibition, % at 5 µM;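 active means inhibition above the mean of all tested compounds plus 3 SD, set per screening campaign, cut at about 45% in these data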
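System: GST/Flag-tagged HCV core106 proteins. Incubation: compound-protein-antibody incubation 4 h at 22.5 °C. Technique: HTRF with 340 nm excitation, 617/671 nm emission. Medium: KF-containing HEPES buffer, pH 7.45, DTT, CHAPS, BSA. Read-out: inhibition (%) from 671 over 617 nm ratio. Also added: Eu(K)-anti-GST 90 ng/mL plus XL665-anti-Flag 1 µg/mL.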
TPT1 inh: Candida albicans TPT1 enzyme inhibitors, primary screen, biochemical, fluorescence polarization; tRNA 2'-phosphotransferase TPT1 (Candida albicans SC5314); inhibition, % at 5 µM; 300,000 compounds, 0.81% hits; AID 1962, 2009; recombinant caTPT1, FP RNA substrate dephosphorylation;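 active means inhibition above the mean of all tested compounds plus 3 SD, set per screening campaign, cut at about 24% in these data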;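 further: plate controls were DMSO alone for no effect and ferristatin control at 100 nM for full effect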
proCasp3 act: activators of human procaspase-3 D3A mutant, primary screen, biochemical, absorbance, PC-3 D3A mutant, single concentration. Caspase-3 (Homo sapiens), P42574. recombinant procaspase-3 D3A, Ac-DEVD-pNA absorbance 405 nm. activation, % at 8.5 µM. 330,000 compounds, 0.11% hits;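 active means activation above the mean of all tested compounds plus 3 SD, cut at about 21% in these data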;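 further: 0% = DMSO alone and 100% = DMSO wells spiked with extra 5 µM PC-3 D3A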
Target sequence (P42574 whole entry D9A/D28A/D175A): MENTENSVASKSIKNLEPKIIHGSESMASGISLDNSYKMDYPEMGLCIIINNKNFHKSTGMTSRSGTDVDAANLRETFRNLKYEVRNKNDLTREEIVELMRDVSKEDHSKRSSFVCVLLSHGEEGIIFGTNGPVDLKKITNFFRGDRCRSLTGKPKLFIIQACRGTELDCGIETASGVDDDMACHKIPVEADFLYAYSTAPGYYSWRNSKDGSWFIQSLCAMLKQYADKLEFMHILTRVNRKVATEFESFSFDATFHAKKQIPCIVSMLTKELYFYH
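Assay system: Autoprocessing-dead procaspase-3 D3A mutant enzyme; also added: Ac-DEVD-pNA; doses: one concentration, 8.5 µM nominal, 0.8% DMSO; times: 1 h compound preincubation, 2 h substrate hydrolysis at 25 °C; technique: 405 nm absorbance of p-nitroaniline, reads at 0 and 120 min; measure: % activation between DMSO and enzyme-spiked controls; repeats: single replicate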
An asterisk follows results filed as active; ? = inconclusive; . = no result given.

The first two compounds (preview)
SMILES	proCasp7 act	JMJD2C inh	Fh CTSL1 inh	PP1 inh	Efflux pump inh	PP5 inh	HCV core dimer	TPT1 inh	proCasp3 act
Cc1nc(CC(=O)Nc2nc(-c3ccccc3)cs2)cs1	7	-2	-3	0	0.0	-0.5	-4	3	-1
Cc1ccc(OCCCC(=O)Nc2nccs2)cc1	-8	-13	0	-7	0.3	1.6	-7	-3	12

Results, from the first entry:
SMILES	proCasp7 act	JMJD2C inh	Fh CTSL1 inh	PP1 inh	Efflux pump inh	PP5 inh	HCV core dimer	TPT1 inh	proCasp3 act
Cc1nc(CC(=O)Nc2nc(-c3ccccc3)cs2)cs1	7	-2	-3	0	0.0	-0.5	-4	3	-1
Cc1ccc(OCCCC(=O)Nc2nccs2)cc1	-8	-13	0	-7	0.3	1.6	-7	-3	12
C#CCOCCOCCOCCNc1nc(N2CCN(C(=O)CCCCCCCCCCNC(=O)[C@H](CO)n3cc(CCCSC)nn3)CC2)nc(N2CCN(C(=O)CCCCCCCCCCNC(=O)[C@H](CO)n3cc(CCCSC)nn3)CC2)n1	2	-10	-2	30*	0.4	2.3	27	-3	-3
C#CCOc1ccc2c3c(c(=O)oc2c1)CCCC3	-5	0	-1	5	0.4	2.6	3	2	2
Cc1ccc(CC(=O)NCCCn2ccnc2)cc1	2	-6	-3	0	0.0	-1.0	-3	1	2
NNC(=O)c1ccccc1OCCOc1ccccc1	2	9	0	-2	-0.2	2.4	3	-6	10
CNS(=O)(=O)c1cc(NC(=O)c2cccc3cccnc23)ccc1C	-4	-1	-1	0	-0.1	4.3	12	1	1
O=C(N/N=C\c1ccc(Cl)cc1Cl)c1sccc1-n1cccc1	0	-14	0	7	-0.1	2.4	18	0	9
COc1ccc(-c2c(=O)n(OC)c3ccccc3[n+]2[O-])cc1OC	10	15	5	-2	0.1	-2.5	-17	-5	-1
CC(=O)Nc1ccc(S(=O)(=O)N2CCN(C(=O)N3CCOCC3)CC2)cc1	-1	0	-2	1	-0.1	0.1	-7	-1	4
O=C(Nc1ccc(Cl)c(S(=O)(=O)N2CCOCC2)c1)c1ccncc1	5	-3	.	.	-0.2	.	.	.	5
CC1=C(C#N)CCC(=O)N1Cc1c(F)cccc1Cl	6	-12	1	-2	0.2	0.9	0	3	3
c1ccc(CCCc2nc(-c3cccnc3)no2)cc1	7	2	-1	-1	-0.1	-0.2	-3	0	-2
O=C(Nc1ccc(Cl)cc1)N1CCN(c2ccc3nnc(-c4ccc(F)cc4)n3n2)CC1	6	-6	-1	10	0.1	5.0	12	0	3
Cc1[nH]c(=O)[nH]c(=O)c1S(=O)(=O)N1CCCc2ccccc21	6	-4	4	-3	-0.1	-1.8	-11	-5	7
CCOCCCNC(=O)C(NC(=O)c1ccc(NC(C)=O)cc1)c1ccccc1 (stereo unspecified)	-10	4	-3	-2	0.3	0.1	-5	-1	-7
O=C(NCc1n[nH]c(=S)n1-c1ccc(Cl)c(Cl)c1)c1ccco1	0	11	-1	-4	0.1	1.3	-4	-4	5
COc1ccc(N(CC(=O)NC2CC3CCC2C3)S(=O)(=O)c2ccc(C)cc2)cc1OC (stereo unspecified)	7	-1	-2	0	-0.1	4.1	-6	-3	12
Clc1ccc(-c2noc(/C=C/c3ccccc3)n2)cc1	0	?	3	0	-0.1	0.6	-2	-3	-2
COc1ccc(-c2nnc(SCC(=O)N/N=C/c3ccccc3C(=O)O)n2-c2ccccc2)cc1	7	-1	0	0	0.1	2.0	3	0	-5
COc1ccc(/C=N/NC(=O)c2ccc(Cl)cc2)cc1COC(C)=O	-5	-134	1	2	0.0	1.4	-6	-3	6
Cc1cc(C(=O)CSc2n[nH]c(N)n2)c(C)n1-c1cccc(F)c1	-17	-1	0	1	0.1	-0.7	5	-2	9
CSCCC(NC(=O)c1c(C)oc2c1CCCC2)C(=O)O (stereo unspecified)	3	1	-4	2	0.0	2.5	-4	-2	-2
O=C(CCc1nc(-c2ccccc2)no1)Nc1cccc(C(=O)NC2CC2)c1	3	1	.	-2	-0.1	0.7	.	.	15
O=C(CNc1ccc2ccccc2c1)N/N=C/c1ccc([N+](=O)[O-])o1	-23	3	6	12	0.0	-0.8	-8	-1	-14
CNC(=S)N1N=C(c2ccc(C)cc2)CC1c1ccc(OC)c(OC)c1 (stereo unspecified)	0	-11	3	0	0.0	0.2	-17	0	-7
CCOC(=O)Cc1csc(CC(N)=O)n1	6	8	-3	-2	-0.2	0.5	1	0	9
C/C=C/C(=O)NCCc1ccc(OC)c(OC)c1	-4	-7	-2	0	0.6	-3.3	-6	-1	-9
CCOC(=O)CN1C(=O)N[C@@H](c2cccc(C(F)(F)F)c2)C(C(=O)OC)=C1C	3	1	1	-1	-0.1	-1.3	-17	-1	-7
CCCCN(C(=O)c1ccc(OC)c([N+](=O)[O-])c1)c1c(N)n(CCC)c(=O)[nH]c1=O	19	3	2	1	0.1	2.7	-17	-4	-1
Cc1ccc(CNc2cnccn2)s1	5	4	0	-2	-0.1	-1.9	4	0	8
COc1ccc(C(=O)NCC(=O)NCC2(N(C)C)CCCCC2)cc1OC	6	0	1	-1	-0.1	-1.0	-3	3	1
CC(=O)c1ccc(N2CCN(C(=O)c3cn(Cc4ccccc4)nc3-c3cccnc3)CC2)c(F)c1	3	-4	.	-5	0.0	0.6	.	.	-5
CCCc1nnc(SCC(=O)NC2CC2)n1C	1	-3	-2	-1	-0.1	-0.4	-2	-2	2
COc1cccc(-n2cnnc2SC(C)C(=O)NC2CCCC2)c1 (stereo unspecified)	-5	-9	.	-3	0.6	2.1	.	.	-4
C1=CCC(CN2CCN(C3CCCCCC3)CC2)CC1 (stereo unspecified)	-5	23	3	0	0.0	-0.6	-2	-1	4
CCOC(=O)C1=C(C)N=C2SC(C)C(=O)N2C1c1ccccc1 (stereo unspecified)	-10	10	3	-2	-0.3	0.2	1	-2	-10
O=C(NNC(=O)C1CCCC1)c1ccc(F)cc1	-10	-1	1	-1	0.0	-0.6	4	-3	3
Cc1cccc(-c2nn(-c3ccccc3)cc2C(=O)Nc2cccc(S(=O)(=O)NC3=NCCC3)c2)c1	-3	1	5	-9	0.0	2.9	12	2	1
O=C(Nc1cccc(S(=O)(=O)N2CCCCCC2)c1)c1ccc2c(c1)OCO2	-5	-3	-6	2	0.2	3.1	8	1	9
CC(C)OC(=O)c1nnn(-c2nonc2N)c1CSc1ccccn1	2	5	-4	-2	0.0	0.1	3	-2	5
Cc1cccc(C(=O)Nc2cc(NC(=O)c3cccs3)ccc2C)c1	-14	-7	-2	-1	0.0	1.2	8	0	4
O=C(O)CCS(=O)(=O)Cc1cccc(Cl)c1	-4	4	-4	0	0.3	2.3	0	0	1
CCCCCn1c(N)c(-c2nc3ccccc3s2)c2c([N+](=O)[O-])nn(C)c(=O)c21	7	-6	-2	0	0.0	3.2	3	0	2
O=S(=O)(N/N=C\c1cn(-c2ccccc2)nc1-c1ccccc1)c1ccccc1	12	-7	2	3	-0.1	3.2	9	-2	6
O=C(NCCCN1CCOCC1)c1ccc(CSc2ccc(Cl)cc2)cc1	-2	-4	-9	5	0.1	2.1	2	0	2
Cc1ccc(N(C(=O)c2ccc(S(=O)(=O)N3CCOCC3)cc2)C2C=CS(=O)(=O)C2)cc1 (stereo unspecified)	-3	-1	-2	-5	0.2	1.8	2	2	-4
O=C(Cn1cc2c(n1)CCCC2)NCC1CCCO1 (stereo unspecified)	5	-6	3	-6	0.0	-1.2	5	-1	6
CCn1cnc2sc(C(=O)N3CCN(Cc4ccc5c(c4)OCO5)CC3)c(C)c2c1=O	-1	-5	3	0	0.1	3.3	-4	2	6
Cc1nn(C)c(C)c1CCC(=O)N1CCCC(N2CCN(c3ccc(F)cc3)CC2)C1 (stereo unspecified)	-6	-9	-1	0	-0.1	4.6	-16	-2	2
CC(Oc1ccccc1)C(=O)N1CCC2(CC1)CC(=O)c1ccccc1O2 (stereo unspecified)	-2	-12	3	-5	-0.3	5.0	0	-1	-4
COCc1cc(C)nc(SCC[N+](C)(C)CC(=O)Nc2ccccc2)c1C#N	10	6	-2	6	0.1	0.1	-2	2	5
CC(C)NC1CS(=O)(=O)CC1O (stereo unspecified)	-2	0	-1	0	-0.1	-2.5	-10	3	4
NC(=O)c1sc2nccc(Nc3ccccc3)c2c1N	-19	-13	2	0	0.5	2.0	-8	2	-8
Cc1cc(=S)cc(C)n1CCO	-12	-17	-2	-2	-0.1	-0.2	-7	2	2
CCOC(=O)C1=C(c2ccccc2)NC(=O)NC1c1cc(OC)c(OC)c(OC)c1 (stereo unspecified)	-2	-6	.	-2	0.1	0.2	.	.	2
CN(CCc1ccccn1)C(=O)Nc1cccc(Cl)c1	-1	-7	0	0	-0.1	1.2	-4	-2	13
Cc1noc(C)c1C(=O)OCC(=O)c1c(N)n(CC(C)C)c(=O)n(C)c1=O	2	-1	0	3	0.0	-0.3	-4	0	7
Cc1cc(Cl)ccc1NC(=S)N1CCN(C(=O)C2CCCO2)CC1 (stereo unspecified)	-7	3	-1	0	2.7	3.4	-11	1	-3
COC(=O)C(C)(C)ONC(=O)Nc1ccc([N+](=O)[O-])cc1	-1	-1	1	1	-0.1	2.4	-5	-10	2

More results:
SMILES	proCasp7 act	JMJD2C inh	Fh CTSL1 inh	PP1 inh	Efflux pump inh	PP5 inh	HCV core dimer	TPT1 inh	proCasp3 act
COc1ccc2c(c1)NC(C)(C)C=C2C	8	-4	-2	7	-0.1	0.8	5	-1	6
CCC(C)C1NC(=S)N(Cc2ccccc2)C1=O (stereo unspecified)	1	-10	4	-7	0.1	0.8	7	0	-8
COc1ccccc1NC(=O)c1c(Nc2ccccc2F)sc(C(=O)Nc2cccc(Cl)c2)c1N	-19	6	0	22*	-0.2	0.4	21	-1	-15
O=C(Cc1cccs1)NC(c1ccccc1)c1ccccc1	1	-19	-5	-2	0.0	1.6	3	-4	-6
CCOCCCNS(=O)(=O)c1ccc(NC(=O)c2ccc(OC)c([N+](=O)[O-])c2)cc1	0	13	-1	-2	-0.1	2.3	0	-8	3

High-throughput results as filed in PubChem BioAssay.
